Source: PubChem (several laboratories)
BaF3 parental: parental Ba/F3 cell viability inhibition, counter-screen for JAK2V617F inhibitor project, murine pro-B, CellTiter-Glo luminescence. CellTiter-Glo ATP luminescence. inhibition, % at 5.6 µM. hit rate 1.1% among 220,000. AID 1486, 2009;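 active means inhibition above a per-campaign cutoff, the mean inhibition of all tested compounds plus 3 SD, cut at about 27% in these data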;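 further: 0% = DMSO wells and 100% = JAK Inhibitor I control wells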
Ba/F3 V617F tox: reduced viability of JAK2V617F-dependent Ba/F3 cells, primary screen, JAK2V617F inhibitor project, cell-based, Ba/F3 EpoR-JAK2V617F, luminescence; inhibition, % at 5.6 µM; ATP luminescence; hit rate 1.1% among 220,000; AID 1446, 2008;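 active means inhibition above the campaign mean plus 3 SD over all tested compounds, cut at about 24% in these data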;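 further: cytokine-independent growth of Ba/F3 cells driven by EpoR plus mutant JAK2; 0% = DMSO-treated cells and 100% = JAK inhibitor I control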
S1P4 ag: S1P4 receptor agonists, primary screen, cell-based; Sphingosine 1-phosphate receptor 4 (Homo sapiens), O95977; S1P4-expressing cell line, agonist reporter assay; activation, % at 4.98 µM; hit rate 0.35% among 220,000; AID 1509, 2009; in the data active means activation above about 11%;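 further: 0% = DMSO vehicle and 100% = reference agonist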
Target sequence (O95977 whole entry, looked up): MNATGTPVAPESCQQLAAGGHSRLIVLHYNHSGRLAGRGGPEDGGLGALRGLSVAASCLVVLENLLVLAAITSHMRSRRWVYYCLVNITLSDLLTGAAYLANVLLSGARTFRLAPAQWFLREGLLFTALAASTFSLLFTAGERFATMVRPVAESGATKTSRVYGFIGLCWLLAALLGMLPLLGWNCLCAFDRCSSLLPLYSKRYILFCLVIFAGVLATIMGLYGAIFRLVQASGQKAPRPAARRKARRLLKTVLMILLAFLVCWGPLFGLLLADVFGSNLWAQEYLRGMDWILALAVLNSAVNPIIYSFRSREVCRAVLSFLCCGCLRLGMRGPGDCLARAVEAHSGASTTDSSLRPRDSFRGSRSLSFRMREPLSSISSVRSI
NPY-Y2 PAM-ag: NPY-Y2 potentiators or agonists, primary screen, cell-based. AID 1359, 2008. Neuropeptide Y receptor type 2 (Homo sapiens), P49146. cells expressing NPY-Y2, potentiator/agonist read-out. activation, % at 3.6 µM. hit rate 0.45% among 220,000; in the data active means activation above about 27%;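 further: cells stimulated with NPY near EC25 plus isoproterenol at EC100; 0% = vehicle plus submaximal agonist and 100% = vehicle plus saturating agonist; some results beyond the cut were filed as inactive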
Target sequence (P49146 whole entry, looked up): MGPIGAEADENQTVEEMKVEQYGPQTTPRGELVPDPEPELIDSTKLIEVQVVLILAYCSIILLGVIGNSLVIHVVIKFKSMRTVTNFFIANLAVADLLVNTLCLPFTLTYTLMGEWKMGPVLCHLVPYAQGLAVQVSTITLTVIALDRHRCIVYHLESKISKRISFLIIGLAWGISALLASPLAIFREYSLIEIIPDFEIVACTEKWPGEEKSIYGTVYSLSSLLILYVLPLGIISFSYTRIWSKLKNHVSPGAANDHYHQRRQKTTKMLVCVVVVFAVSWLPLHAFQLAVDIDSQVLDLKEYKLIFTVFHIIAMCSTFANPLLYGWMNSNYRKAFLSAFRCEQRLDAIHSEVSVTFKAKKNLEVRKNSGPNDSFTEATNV
Runt-CBFb FRET: inhibitors of RUNX1 Runt–CBFb binding, primary screen, biochemical, FRET, Cerulean-Runt, Venus-CBFb, uHTS. hit rate 0.46% among 220,000. Cerulean-Runt/Venus-CBFb FRET ratio 530/480, 1 h. Runt-related transcription factor 1 (Homo sapiens) + Core-binding factor subunit beta …. inhibition, % at 20 µM;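 active means inhibition over about 50% at 20 µM in the single-dose screen, limit read from the data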;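 further: 0% = DMSO wells and 100% = excess unlabeled CBFb competitor control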
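Doses: 20 µM compound in 1% DMSO | Material: Cerulean-labeled Runt domain protein | Amount: Each fluorescent fusion protein 100 nM | Schedule: Two 1 h room-temperature incubations shielded from light | Measured by: FRET fluorescence | Evaluation: Loss of energy transfer signal | Controls: Unlabeled CBFb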
NPY-Y1 antag: NPY-Y1 receptor antagonists, primary screen, cell-based | inhibition, % at 3.6 µM | HEK293-CNG Y1 cells, membrane potential fluorescence; NPY at EC95, then isoproterenol | Neuropeptide Y receptor type 1 (Homo sapiens), P25929 | hit rate 1% among 200,000;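 active means inhibition above the campaign mean inhibition of all tested compounds plus 3 SD, cut at about 20% in these data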;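 further: 0% = DMSO wells given NPY plus isoproterenol and 100% = isoproterenol alone without NPY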
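Assay system: HEK293 cells with Y1 receptor plus CNG channel | Probe or stimulus: NPY (25 nM), isoproterenol (1 µM), Ro 20-1724 (25 µM) | Timing: Compound incubation 1 h at room temperature, readout 45 min post-stimulation | Measured by: Membrane-potential fluorescent dye readout | Benchmarks: High control isoproterenol alone, low control NPY with isoproterenol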
S1P4 antag: S1P4 receptor antagonists, primary screen, cell-based; Sphingosine 1-phosphate receptor 4 (Homo sapiens), O95977; S1P4-expressing cells, antagonist mode, reporter read-out; inhibition, % at 4.98 µM; hit rate 0.26% among 220,000; AID 1510, 2009; in the data active means inhibition above about 29%;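 further: 0% = wells stimulated with agonist and 100% = vehicle wells without agonist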
NPY1 pot ag: NPY-Y1 receptor potentiators or agonists, primary screen, cell-based; Neuropeptide Y receptor type 1 (Homo sapiens), P25929; NPY-Y1 expressing cells, potentiator/agonist activation; activation, % at 3.6 µM; hit rate 0.37% among 220,000; AID 1304, 2008; in the data active means activation above about 33%, passing the limit was not always enough;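 further: cells stimulated with NPY at EC10 then isoproterenol at EC100; 0% = low agonist plus stimulus and 100% = saturating agonist plus stimulus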
RBBP9 inh: human RBBP9 inhibitors, primary screen, biochemical, fluorescence polarization, FP-Rh probe, HTS. inhibition, % at 7.94 µM. AID 1515, 2009. recombinant RBBP9. Serine hydrolase RBBP9 (Homo sapiens), O75884. hit rate 0.2% among 220,000;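 active means inhibition above the campaign mean of all tested compounds plus 3 SD, cut at about 14% in these data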;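 further: plate controls were DMSO wells with RBBP9 for no effect and wells lacking RBBP9 protein for full effect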
Target sequence (O75884 whole entry, looked up): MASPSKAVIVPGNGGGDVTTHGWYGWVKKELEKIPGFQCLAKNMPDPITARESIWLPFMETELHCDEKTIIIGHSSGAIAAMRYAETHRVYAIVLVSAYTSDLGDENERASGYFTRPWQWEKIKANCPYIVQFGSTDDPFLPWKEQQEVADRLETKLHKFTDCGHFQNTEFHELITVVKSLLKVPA
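Controls: DMSO-treated enzyme wells and wells lacking RBBP9 | Material: RBBP9 protein | Technique: Fluorescence polarization | Replication: Single well per compound, no replicates | Buffer or medium: Tris-NaCl-Pluronic buffer, pH 8.0 | Timing: 30 min compound preincubation, 45 min probe labeling, 25 °C | Read-out basis: Percent inhibition from mP, scaled between DMSO and no-protein wells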
* = called active by the depositor; / = no result given.

SMILES	BaF3 parental	Ba/F3 V617F tox	S1P4 ag	NPY-Y2 PAM-ag	Runt-CBFb FRET	NPY-Y1 antag	S1P4 antag	NPY1 pot ag	RBBP9 inh
Cc1ccc(S(=O)(=O)c2ccc(Cl)cc2)cc1S(=O)(=O)N1CCN(C)CC1	6	0	2.3	-7	0	-4	-11	27	4
CCOC(=O)CCc1c(C)c2ccc(OCC(=O)N(CC)CC)c(C)c2oc1=O	2	-3	-1.0	6	1	-1	-15	-26	2
C/C(NC(=O)c1ccccc1F)=C1\C(=O)C[C@@H]2[C@H]1C2(C)C	1	-4	1.5	-10	-4	5	4	-32	-5
O=C(CCCc1nc2ccccc2s1)NCc1cccnc1	4	3	-0.7	0	-1	-2	6	-1	-14
Cc1cccc(C)c1NC(=O)c1cc2c(=O)c3ccccc3oc2nc1C(F)(F)F	2	-2	1.3	9	1	-5	0	-6	4
C#CCOC(=O)CCC(=O)Nc1cc(OC)nc(OC)n1	2	1	0.6	6	-1	3	-5	-22	-9
CSc1nc2n(n1)C(c1cccc(F)c1)C(C(=O)Nc1ccc(C)cc1C)=C(C)N2 (centres undefined)	3	2	0.1	-3	2	4	0	-10	-1
CCCNC(=O)Cn1c(=O)cnc2ccccc21	4	-5	0.1	4	0	0	-23	-7	1
Cn1nnnc1SCC(=O)Nc1cc(C(F)(F)F)ccc1N1CCOCC1	1	-2	1.9	1	-2	0	12	-2	1
O=C(O)COCC(=O)N1CCN(C(c2ccccc2)c2ccccc2)CC1	-1	-1	1.7	2	2	/	-3	5	-6
O=C(CCN1C(=O)/C(=C/c2ccccc2)SC1=S)NNC(=O)c1cccnc1	4	-4	0.1	9	-1	2	-25	-9	-4
Cc1c(C(=O)Nc2nccs2)sc2nc(-c3cccs3)cc(C(F)(F)F)c12	2	6	0.7	-8	/	14	-14	-53	-10
O=C(NC(=S)Nc1ccc(NC(=O)c2cccs2)cc1)c1cc2ccccc2o1	5	1	-1.1	-1	-2	2	1	16	-6
COc1cc2c(cc1OC)/C(=C/C#N)NC(C)(C)C2	-3	-5	1.0	-21	-2	19	5	-2	-9
Cc1ccc(NC(=O)C2CCCN(S(=O)(=O)c3cccs3)C2)cc1 (centres undefined)	6	4	0.1	0	0	4	-5	-1	-4
CCOC(=O)c1ccc(-c2ccc(C(=O)Nc3cccnc3)o2)cc1	1	-3	-1.8	-3	10	0	11	-45	-13
CCn1cc(C(=O)NCCCN2CCCC(C)C2)c(=O)c2cc(S(=O)(=O)N3CCc4ccccc4C3)ccc21 (centres undefined)	2	0	1.2	-1	-2	19	-6	-27	3
COc1ccc(CNC(=O)Cc2nn(C)c(=O)c3ccccc23)cc1	9	10	0.2	9	2	-3	-14	11	-12
CS(=O)(=O)CCC(C(=O)N1CCOCC1)N1C(=O)c2cc(Cl)c(Cl)cc2C1=O (centres undefined)	-1	-2	0.1	3	-8	3	-4	8	-6
Cc1cc(C)c(C#N)c(Oc2ccccc2)n1	2	1	1.2	7	-2	-3	-19	6	-8
O=C1CC(N2CCSCC2)C(=O)N1c1ccc(Br)cc1 (centres undefined)	1	-7	0.6	6	2	/	-10	10	-10
O=C(Nc1ccc([N+](=O)[O-])cc1)C1CC1(c1ccccc1)c1ccccc1 (centres undefined)	5	2	-0.6	9	0	1	-8	-9	-8
COc1ccc2nc(SCc3ccccc3)nc(C)c2c1	3	3	1.4	-5	-5	5	-30	-43	-13
COC(=O)c1onc(-c2ccccc2)c1C(=O)OC	1	0	-2.9	-16	1	-2	-1	-11	-3
CCC(C)NC(=O)Cn1cc(S(=O)(=O)N2CCN(c3ccccc3F)CC2)c2ccccc2c1=O (centres undefined)	-2	-2	-0.8	9	0	-1	0	2	-3
Cc1ccc(S(=O)(=O)CCSc2n[nH]c(=O)n2-c2ccccc2)cc1	-3	-2	0.8	11	2	/	-3	5	2
CCc1ccccc1N1C(=O)c2ccccc2S1(=O)=O	-2	1	0.5	16	-1	12	-5	19	-4
N#Cc1ccc(OCC(=O)Nc2cc(S(=O)(=O)N3CCCCC3)ccc2N2CCCCC2)cc1	5	0	1.6	10	0	6	-2	3	-2
COC(=O)c1nc(NC(=O)c2ccc(Br)cc2)n[nH]1	5	-1	-0.9	-7	1	6	-20	-15	4
Cc1ccsc1C=Nc1c(C)n(C)n(-c2ccccc2)c1=O	1	1	-1.1	0	2	1	-24	-24	0
Cc1cc(C(F)(F)F)nc2c(Cl)c(C(C)(C)C)nn12	3	-2	1.0	20	2	/	0	21	-1
Cc1cccc(C(=O)N[C@H](C(=O)Nc2cc(S(=O)(=O)N3CCCCC3)ccc2C)C(C)C)c1	1	-3	2.3	-6	-1	5	-11	2	3
Cc1cccc(N(CC(=O)N2CCOCC2)S(C)(=O)=O)c1C	4	3	-0.2	-5	3	3	3	2	-9
Cc1cc(C)c(OCC(=O)Nc2ccccc2N2CCOCC2)c(C)c1	3	-4	1.1	6	-4	0	-2	3	-6
Cc1ccccc1OCC(=O)Nc1ccc2c(c1)C(=O)c1ccccc1C2=O	8	2	0.0	14	-2	0	-20	-10	3
O=C(O/N=C1\CCCCC1c1ccc([N+](=O)[O-])cc1[N+](=O)[O-])c1c(F)cccc1F (centres undefined)	2	-1	1.4	2	17	0	-13	3	-6
O=Cc1sc(N2CCOCC2)nc1-c1ccccc1	7	3	-1.5	-10	0	0	7	5	0
O=C(O)c1cccc(N/N=C/C2=C(Cl)c3cc(Cl)ccc3SC2)c1	-2	-2	0.0	-1	6	7	1	-12	3
CCOc1ncccc1C(=O)OCc1c(F)cccc1Cl	-3	-4	1.0	-12	-2	-4	4	-7	2
C[N+](C)(C)CCCNC(=O)c1ccc(/C=N/O)nc1	5	1	-1.6	5	-2	9	8	10	-3
COc1ccc(C)c(Cn2c(-c3nonc3N)nc3ccccc32)c1	1	2	-2.2	-33	0	20*	-21	-50	-10
Cc1c(Cl)cccc1NC(=S)NN1CCOCC1	3	-4	-2.7	2	7	3	-8	20	4
COc1ccc(C(c2nnnn2C2CCCCC2)N2CCN(c3ccccc3)CC2)cc1 (centres undefined)	3	2	1.4	-9	0	15	-8	-28	-3
COc1ccc(/C=N/NC(=S)NC2CCS(=O)(=O)C2)cc1OC (centres undefined)	1	-1	-1.1	4	4	3	5	-15	-7
Cc1nn(C)c(Sc2ccccc2N)c1[N+](=O)[O-]	7	2	0.1	2	55*	-1	0	-10	-3
COc1cccc(NC(=O)CC(C)=O)c1	3	-3	-0.1	-8	-2	-1	-8	10	9
COc1ccc(C)cc1Nc1cc(C)nc2ncnn12	4	-3	4.9	2	-2	-7	4	-27	-7
Cn1c(C(=O)NCCCN2CCOCC2)cc2c(=O)n(C)c3ccccc3c21	5	-1	1.2	-4	1	1	-14	1	-5
O=C(Nc1nccs1)c1ccc(-c2ccc(Cl)cc2Cl)o1	1	-2	0.8	-3	2	17	-24	-22	-12
CCOC(=O)c1sc(=N)n(-c2ccc(OC)cc2)c1C	2	0	0.9	-22	-2	4	-16	9	-3
COc1ccc(CCNC(=O)COC(=O)Cc2ccc(OC)cc2)cc1	3	-1	0.4	7	-2	8	-5	12	0
CCOC(=O)C1CCCN(C(=O)C2CC(=O)N(c3ccc(C)cc3)C2)C1 (centres undefined)	6	-1	0.1	-1	-1	9	-17	3	-2
CCOC(=O)c1oc2cc(O)ccc2c(=O)c1-c1ccccc1OC	9	4	1.0	-18	0	6	3	-26	-2
Cc1[nH]c2ccccc2c(=O)c1CN1CCCCC1	0	2	-0.2	-15	0	4	-18	-12	-2
COC(=O)c1nn(-c2ccc(C)cc2)c2nnc(Cc3ccccc3)c(=O)n12	1	-3	0.6	0	-7	1	-16	9	-3
O=P(c1ccccc1)(c1ccccc1)N(c1ccccc1)c1ccccc1	2	6	-0.3	-6	0	16	8	-3	-12
CCCC(=O)OCC(=O)NCc1ccc(Cl)cc1	3	1	1.1	-3	2	-3	-8	-2	-8
Cc1cc(Nc2ccccc2)n(CCC#N)n1	4	-2	-0.8	13	0	1	-20	-6	7
CCC1(C(=O)OC)CCc2c(cc(OC)c3ccccc23)C1=O (centres undefined)	0	2	13*	-32	3	/	-23	-34	0
C/C(=N\NC(=O)c1ccc(O)cc1)c1ccc(N2CCOCC2)cc1	-1	0	0.8	-11	-4	3	-5	20	-1

Looked up one by one from above (two):
SMILES	BaF3 parental	Ba/F3 V617F tox	S1P4 ag	NPY-Y2 PAM-ag	Runt-CBFb FRET	NPY-Y1 antag	S1P4 antag	NPY1 pot ag	RBBP9 inh
O=C(Nc1nccs1)c1ccc(-c2ccc(Cl)cc2Cl)o1	1	-2	0.8	-3	2	17	-24	-22	-12
COC(=O)c1nn(-c2ccc(C)cc2)c2nnc(Cc3ccccc3)c(=O)n12	1	-3	0.6	0	-7	1	-16	9	-3

Following part
SMILES	BaF3 parental	Ba/F3 V617F tox	S1P4 ag	NPY-Y2 PAM-ag	Runt-CBFb FRET	NPY-Y1 antag	S1P4 antag	NPY1 pot ag	RBBP9 inh
COC(=O)Cc1ccc(NC(=S)N2CCN(C)CC2)cc1	-1	-4	-4.3	5	1	-3	4	6	8
Cc1ccc(NC(=O)c2c(-c3c(F)cccc3Cl)noc2C)cc1F	8	2	-1.2	10	0	4	-6	4	-5
CCc1cccc(NC(=O)c2ccc(Cn3nc(C)cc3C)o2)c1	5	1	-0.2	-6	-4	0	-18	-23	-9
C/C(=N\NC(=O)c1ccc(Cl)c(S(=O)(=O)Nc2ccccc2Cl)c1)c1ccncc1	8	4	2.8	5	-1	0	-22	-7	-12
CC1CCCN(CC(O)COc2ccc(Cl)cc2)C1 (centres undefined)	6	6	1.5	-16	-2	12	0	-20	0
Cc1cc(C)cc(-n2c(C)cc(/C=N/NC(=O)CN(c3c(C)cccc3C)S(C)(=O)=O)c2C)c1	2	-1	-0.3	-12	0	6	13	-3	-4
Clc1ccc(CNc2nc(N3CCOCC3)nc(N3CCOCC3)n2)cc1	4	-2	-0.9	-13	3	10	-2	-9	4
CC(C)(C)c1ccccc1NC(=S)NC1CCCCC1	40*	-4	-0.9	1	-2	-2	0	5	-1

Compounds were not picked by outcome. About 3.6% of those tested had a hit in this group.
